# Fam108B inh: blocks mouse Fam108B hydrolase in RBBP9 counter-screen; recombinant Fam108B, FP-Rh probe fluorescence polarization; inhibition, % at 9.51 µM; hit rate 0.33% among 300,000; AID 1947;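 active = inhibition above the screen mean inhibition plus 3 SD, computed separately per campaign, cut at about 18% in these data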;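 note: inhibitors lower polarization as less probe binds the enzyme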
# AHR activator: activators of human aryl hydrocarbon receptor. activation, % at 5 µM. AHR-responsive luciferase reporter cells, luminescence. AID 2796. hit rate 2.5% among 320,000. P35869; in the data active = activation above about 47%;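 note: 0% = vehicle wells and 100% = reference agonist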
# PME-1 primary: PME-1 (human) inhibition. inhibition, % at 5.9 µM. recombinant PME-1, FP-Rh probe fluorescence polarization. hit rate 0.53% among 320,000. AID 2130;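 active = inhibition above the campaign mean of all compounds plus 3 SD, cut at about 26% in these data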;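 note: competitive labeling of PME-1 active site by serine hydrolase directed probe; 0% = PME-1 with DMSO and 100% = wells lacking PME-1 enzyme; inhibitors block probe labeling so polarization falls and inhibition rises; many of its hits are not listed in these tables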
# Target sequence (Q9Y570 whole entry, looked up): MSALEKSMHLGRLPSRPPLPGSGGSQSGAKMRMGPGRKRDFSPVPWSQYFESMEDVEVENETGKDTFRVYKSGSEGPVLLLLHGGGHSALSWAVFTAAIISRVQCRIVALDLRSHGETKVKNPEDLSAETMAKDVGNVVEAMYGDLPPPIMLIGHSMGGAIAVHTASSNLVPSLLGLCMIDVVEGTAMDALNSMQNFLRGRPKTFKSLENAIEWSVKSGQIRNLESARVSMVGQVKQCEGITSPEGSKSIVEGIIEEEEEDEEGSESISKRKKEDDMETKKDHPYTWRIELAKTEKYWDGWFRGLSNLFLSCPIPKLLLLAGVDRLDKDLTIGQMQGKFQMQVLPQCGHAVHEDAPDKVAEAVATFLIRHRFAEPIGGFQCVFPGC
# MEX-5 binding: C. elegans MEX-5 TCR-2 RNA binding activity | Q9XUB2 | hit rate 0.38% among 300,000 | activity score (negative = inhibition of binding), % at 10 µM | AID 1832 | MEX-5/FITC-TCR2 RNA binding, fluorescence polarization; hits give low values;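 active = inhibition past about -25% in most replicates, and total fluorescence under double the plate's negative control median, limit read from the data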;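 note: 0% = DMSO and -100% = 5 µM competing unlabeled TCR2 RNA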
# Bcl-xL primary: blocks human Bcl-xL binding to Bim BH3 peptide; GST-Bcl-xL / FITC-Bim BH3 peptide fluorescence polarization; Q07817; hit rate 0.7% among 320,000; inhibition, % at 10.9 µM; AID 2129;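 active = inhibition above the mean of all tested compounds plus 3 SD, cutoff set per campaign, cut at about 30% in these data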;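 note: 0% = DMSO wells and 100% = unlabeled Bim-BH3 peptide competitor; inhibitors lower millipolarization by displacing the labeled peptide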
# MCL1 BIM primary: MCL1-BIM-BH3 interaction inhibition (human). hit rate 0.68% among 320,000. Q07820. AID 2057. GST-MCL1 / FITC-Bim-BH3 fluorescence polarization. inhibition, % at 10.9 µM;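 active = inhibition above the mean inhibition of all tested compounds plus 3 SD, set per campaign, cut at about 40% in these data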;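 note: 0% = DMSO wells and 100% = unlabeled Bim-BH3 peptide control; higher means more loss of mP so more displacement of Bim peptide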
# GLD-1 TGE inh: GLD-1-TGE RNA interaction inhibition (C. elegans); inhibition, % at 5.96 µM; hit rate 0.44% among 320,000; AID 2280; Q17339; purified GLD-1 + fluorescein TGE RNA, fluorescence polarization;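 active = percent inhibition above a per-plate cutoff, the plate mean of test compounds plus 3 SD, cut at about 30% in these data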;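 note: 0% = DMSO wells with GLD-1 and probe and 100% = wells lacking GLD-1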
# Target sequence (Q17339 whole entry, looked up): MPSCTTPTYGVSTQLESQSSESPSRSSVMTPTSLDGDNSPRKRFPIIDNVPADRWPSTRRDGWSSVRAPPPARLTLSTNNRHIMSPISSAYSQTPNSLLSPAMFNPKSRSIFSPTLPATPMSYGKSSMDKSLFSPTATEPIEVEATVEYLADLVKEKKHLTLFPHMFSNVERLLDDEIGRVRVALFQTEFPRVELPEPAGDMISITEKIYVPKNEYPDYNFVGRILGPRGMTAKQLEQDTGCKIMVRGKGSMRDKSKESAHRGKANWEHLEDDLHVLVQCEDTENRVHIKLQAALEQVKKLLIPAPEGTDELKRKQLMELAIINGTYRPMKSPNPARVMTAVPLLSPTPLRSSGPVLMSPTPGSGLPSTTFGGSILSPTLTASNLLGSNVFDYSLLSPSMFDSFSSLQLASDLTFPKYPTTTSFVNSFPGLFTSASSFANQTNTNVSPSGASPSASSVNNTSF
# PAFAH1B2 inh: inhibitors of human PAFAH1B2 | P68402 | recombinant PAFAH1B2, FP-rhodamine activity probe, fluorescence polarization | inhibition, % at 3.39 µM | hit rate 1.2% among 340,000 | AID 492953;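 active = inhibition above the mean of all tested compounds plus 3 SD, cut at about 24% in these data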;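 note: 0% = enzyme with DMSO and 100% = wells lacking PAFAH1B2; many of its hits are not listed in these tables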
# Target sequence (P68402 whole entry, looked up): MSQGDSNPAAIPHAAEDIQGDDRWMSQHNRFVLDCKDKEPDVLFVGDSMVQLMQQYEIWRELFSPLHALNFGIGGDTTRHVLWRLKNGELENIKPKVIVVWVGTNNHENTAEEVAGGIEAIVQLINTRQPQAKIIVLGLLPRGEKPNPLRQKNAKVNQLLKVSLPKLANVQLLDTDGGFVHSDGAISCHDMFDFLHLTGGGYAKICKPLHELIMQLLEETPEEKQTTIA
# pPAFAH inh: pPAFAH (human) enzyme inhibition | hit rate 1.5% among 330,000 | recombinant pPAFAH, FP-rhodamine probe fluorescence polarization | inhibition, % at 3.39 µM;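 active = inhibition above the mean inhibition across the screen plus 3 SD, cut at about 25% in these data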;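 note: inhibitors block binding of the rhodamine activity-based probe so polarization drops; 0% = enzyme with DMSO and 100% = wells lacking pPAFAH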
# * hit, by the source's call; nt = no result given. A portion of the library, so the mix of outcomes need not match the whole.
SMILES,Fam108B inh,AHR activator,PME-1 primary,MEX-5 binding,Bcl-xL primary,MCL1 BIM primary,GLD-1 TGE inh,PAFAH1B2 inh,pPAFAH inh
COc1cccc(/C=N/Nc2nc(Nc3ccc([N+](=O)[O-])cc3)nc(N3CCCC3)n2)c1O,25*,47*,5,-1.6,-1,1,-4,nt,16
CC[C@@]1(c2ccccc2)C(=O)N(C(=O)OC)N1C(=O)OC,1,1,3,1.7,-1,6,-2,2,2
CCOc1ccccc1NC(=O)CCNC(=O)c1ccc(Cl)cc1,0,2,-7,nt,0,-4,6,-2,4
COc1cccc(-c2ccc3c(N)c(C(=O)NC4CC4)sc3n2)c1,3,-3,25,-15,-6,3,5,9,3
Cc1ccc(S(=O)(=O)N(Cc2cc3cc4c(cc3[nH]c2=O)OCCO4)CC2CCCO2)cc1 (stereo not given),0,3,6,-0.3,3,5,2,7,9
[O-][n+]1c2ccccc2c2n1CCN1CCOC21c1ccc(Cl)cc1 (stereo not given),nt,80*,7,nt,-17,-33,-7,-8,1
N=c1sccn1CC(=O)Nc1ccccc1Cc1ccccc1,-2,0,-3,-0.7,3,5,0,1,8
Cc1nc2ccccc2n1CSc1ccccc1,-1,-5,2,-0.8,2,4,4,-2,1
CC(C)N(C(=O)COC(=O)c1cccc(N(C)C)c1)c1ccccc1,4,-1,-2,1.9,2,7,-1,18,11
NC(=O)c1cc([N+](=O)[O-])c(Cl)cc1NCc1cccnc1,1,58*,-4,nt,1,-2,0,0,2
CC1CCN(C(=O)c2ccccc2SCC(=O)NCC2CCCCC2)CC1,5,2,15,-1.4,1,5,-1,6,-5
COC(c1ccccc1)c1nnc(CCC(=O)N(C)CCc2ccccc2)o1 (stereo not given),-1,1,2,-0.7,5,6,0,14,-6
Cc1ccccc1NC(=O)c1sc2nc(N3CCOCC3)c3c(c2c1N)CCCC3,1,-4,12,0.0,6,5,4,3,27*
COC(=O)Cn1cnc2c(cnn2-c2ccc(OC)cc2)c1=O,-1,7,3,-2.3,4,7,-7,8,3
O=C(c1ccccc1N1CCOCC1)N1CCCC(Nc2ccc(F)cc2)C1 (stereo not given),7,2,1,1.5,5,4,-2,-1,-3
CCOC(=O)c1nnn2c3ccccc3c(=O)n(C)c12,1,0,3,-1.8,3,4,-1,nt,0
COC(=O)CCNS(=O)(=O)c1ccc2nsnc2c1,1,4,-1,nt,-4,3,1,1,6
Cc1ccc(C(C)C)c(OCCNCc2ccccc2)c1,4,-1,5,0.6,2,-2,10,7,8
Cc1ccc(N)c(C(O)(C(F)(F)F)C(F)(F)F)c1,3,3,2,0.8,4,2,0,1,1
CCOC(=O)N1C(=O)[C@@](CC)(c2ccccc2)N1C(=O)OCC,5,3,-1,-2.9,7,3,9,8,2
Cn1c(S(=O)(=O)c2ccc([N+](=O)[O-])cc2)nc(Br)c1Br,-2,0,7,2.0,2,-3,-1,8,3
COc1ccccc1N1CCN(C(=O)C2c3ccccc3Oc3ccccc32)CC1,4,-3,-5,0.4,-2,-7,-6,0,-1
CC(C)CC(c1nnnn1CCc1ccccc1)N1CCN(C(=O)c2ccco2)CC1 (stereo not given),6,-2,8,-1.9,6,4,-2,3,5
Cc1nc2ccccc2c2c1C(=O)N(C)C2=O,3,4,-5,1.5,2,5,9,7,11
CCN(CC)CCCNC(=O)c1[nH]c2ccccc2c1Sc1ccc(Cl)cc1,-7,17,-4,0.3,-5,-4,-15,-3,9

# Arranged by length of the SMILES (rising): 15 of the compounds above.
SMILES,Fam108B inh,AHR activator,PME-1 primary,MEX-5 binding,Bcl-xL primary,MCL1 BIM primary,GLD-1 TGE inh,PAFAH1B2 inh,pPAFAH inh
Cc1ccc(C(C)C)c(OCCNCc2ccccc2)c1,4,-1,5,0.6,2,-2,10,7,8
COC(=O)CCNS(=O)(=O)c1ccc2nsnc2c1,1,4,-1,nt,-4,3,1,1,6
N=c1sccn1CC(=O)Nc1ccccc1Cc1ccccc1,-2,0,-3,-0.7,3,5,0,1,8
CCOC(=O)c1nnn2c3ccccc3c(=O)n(C)c12,1,0,3,-1.8,3,4,-1,nt,0
Cc1ccc(N)c(C(O)(C(F)(F)F)C(F)(F)F)c1,3,3,2,0.8,4,2,0,1,1
CCOc1ccccc1NC(=O)CCNC(=O)c1ccc(Cl)cc1,0,2,-7,nt,0,-4,6,-2,4
COC(=O)Cn1cnc2c(cnn2-c2ccc(OC)cc2)c1=O,-1,7,3,-2.3,4,7,-7,8,3
CC1CCN(C(=O)c2ccccc2SCC(=O)NCC2CCCCC2)CC1,5,2,15,-1.4,1,5,-1,6,-5
COc1cccc(-c2ccc3c(N)c(C(=O)NC4CC4)sc3n2)c1,3,-3,25,-15,-6,3,5,9,3
O=C(c1ccccc1N1CCOCC1)N1CCCC(Nc2ccc(F)cc2)C1 (stereo not given),7,2,1,1.5,5,4,-2,-1,-3
CCOC(=O)N1C(=O)[C@@](CC)(c2ccccc2)N1C(=O)OCC,5,3,-1,-2.9,7,3,9,8,2
COc1ccccc1N1CCN(C(=O)C2c3ccccc3Oc3ccccc32)CC1,4,-3,-5,0.4,-2,-7,-6,0,-1
Cn1c(S(=O)(=O)c2ccc([N+](=O)[O-])cc2)nc(Br)c1Br,-2,0,7,2.0,2,-3,-1,8,3
CC(C)CC(c1nnnn1CCc1ccccc1)N1CCN(C(=O)c2ccco2)CC1 (stereo not given),6,-2,8,-1.9,6,4,-2,3,5
Cc1ccc(S(=O)(=O)N(Cc2cc3cc4c(cc3[nH]c2=O)OCCO4)CC2CCCO2)cc1 (stereo not given),0,3,6,-0.3,3,5,2,7,9

# (more compounds)
SMILES,Fam108B inh,AHR activator,PME-1 primary,MEX-5 binding,Bcl-xL primary,MCL1 BIM primary,GLD-1 TGE inh,PAFAH1B2 inh,pPAFAH inh
CC(Cc1n[nH]c(=S)o1)c1ccccc1 (stereo not given),-1,-1,-4,1.1,-24,-24,-10,26*,2
Cc1ccc(-c2ccc(/C=N/c3ncn[nH]3)o2)cc1Cl,0,4,7,-1.0,1,0,-4,3,6
Cc1noc(C)c1C(=O)N1CCN(S(=O)(=O)c2cccc(Cl)c2Cl)CC1,-2,1,-1,0.4,2,4,-3,4,-1
COC(=O)c1ccc(C(=O)OC)c(NC(=S)N2CCCC(CO)C2)c1 (stereo not given),-1,1,6,-2.3,7,7,-3,-1,8
COc1cc(CNC2CCCC2)cc(Cl)c1OCc1ccccc1Cl,2,-1,6,nt,-1,2,6,3,8
O=S1(=O)N=C2CCCCCN2C(c2ccc(F)cc2)N1 (stereo not given),6,0,2,0.6,0,-2,4,9,0
CCCn1nc(NC(=O)c2cccs2)c2cc3ccccc3nc21,-4,27,8,-11,5,1,3,5,-6
COc1cc(CN2CCN(Cc3ccc(C)cc3)C(CCO)C2)cc(OC)c1O (stereo not given),-3,2,-9,1.2,7,-1,1,-2,2
CCC(C)NC(=O)Cn1cnc2sc(C)c(S(=O)(=O)N3CCN(c4ccccc4OC)CC3)c2c1=O (stereo not given),5,0,-1,-1.2,-1,1,6,-2,0
CCOC(=O)c1nc(-c2ccc(OC)c(OC)c2)cnc1C#N,-2,1,0,1.3,4,1,-10,3,-2
CCN(CCn1cccn1)C(=O)c1cc(COc2c(F)cccc2F)on1,0,7,0,-0.9,-5,1,5,4,0
CCOc1[nH]n(-c2ccccc2)c(=O)c1C=NCc1cccnc1,0,59*,2,-0.4,5,4,9,1,7
Cc1cc(Cl)ccc1OC(C)C(=O)Nc1ccc(C(=O)Nc2ccccc2C(=O)O)cc1 (stereo not given),-24,3,-75,-2.0,1,9,-7,-7,-22
CC(C)(C#N)NC(=O)C(=O)c1c(-c2ccccc2)cc2ccccn12,-2,7,-8,0.8,0,2,5,0,3
CC1Cc2ccccc2N1CC(=O)Nc1ccc2c(c1)OCO2 (stereo not given),0,34,0,nt,-1,-8,7,3,1
COc1ccc(CCNC(=O)Nc2ccc(F)cc2F)cc1OC,12,3,-9,1.4,3,6,-2,5,1
O=C(c1ccc(Cl)cc1)c1c[nH]c(C(=O)C(Cl)(Cl)Cl)c1,-5,1,1,3.4,4,7,-6,10,4
C=CCC1CCCC(=O)N2CC[C@H](O)C12 (stereo not given in full),-2,1,-1,0.0,6,2,2,-6,-3
CC1(c2ccc(OC(F)F)cc2)NC(=O)N(CC(=O)c2ccc3c(c2)OCO3)C1=O (stereo not given),-1,0,-1,1.6,-5,-3,1,-3,-1
CCC1CCCN1Cn1cnc2c([nH]c3ccc(Cl)cc32)c1=O (stereo not given),-2,8,-2,1.2,4,1,5,-1,-5
N#C/C(=C\c1ccc(OCc2ccccc2)cc1)C(N)=O,-6,2,-7,-1.2,-1,1,-2,4,-6
CCOC(=O)CCCNC(=O)CCCNC(=O)C(c1ccccc1)c1ccccc1,0,0,1,0.1,2,-1,3,-1,8
Cc1ccc(-n2c([O-])nc(-[n+]3ccccc3)c2C=O)cc1,-4,1,2,-1.4,9,2,2,3,1
Cn1nc(N)c2c(-c3ccc(Cl)cc3)c(C#N)c(N)nc21,4,9,2,-8.2,3,-3,9,-1,-2
CCOc1cc2c(cc1OCC)C(C(=O)O)C(c1cc(Br)c(O)c(OC)c1)N(C)C2=O (stereo not given),0,-1,-3,nt,6,2,2,-1,5
# Further results
SMILES,Fam108B inh,AHR activator,PME-1 primary,MEX-5 binding,Bcl-xL primary,MCL1 BIM primary,GLD-1 TGE inh,PAFAH1B2 inh,pPAFAH inh
O=C(NCCCN1CCOCC1)C(C(=O)NCCCN1CCOCC1)c1ncc(C(F)(F)F)cc1Cl,-1,1,0,1.4,8,3,5,4,-2
N#Cc1cccc(NC(=O)COC(=O)CCc2nc3ccccc3c(=O)[nH]2)c1,5,3,3,-1.1,1,-5,-5,-4,7
c1ccc(Nc2cccc3c(Nc4ccccc4)cccc23)cc1,9,12,6,0.0,0,0,7,0,8
Cc1ccc(N(C)S(=O)(=O)c2c[nH]c3ccc([N+](=O)[O-])cc23)cc1,-8,-1,-7,1.2,0,-6,5,4,9
N#C/C(=C\c1cccnc1)c1nc2c(s1)CCCC2,1,30,5,-10,22,27,14,-2,1
CC(OC(=O)CNC(=O)c1ccc(F)cc1)C(=O)Nc1ccc(S(=O)(=O)N2CCOCC2)cc1 (stereo not given),nt,0,-1,nt,-2,-2,5,-3,1
Cc1cc(C)cc(NC(=O)Cn2c(-c3ccccc3Cl)nc3ccccc32)c1,-4,12,-2,-1.0,7,9,-2,1,3

# 3 entries from above, ordered by SMILES length, ascending:
SMILES,Fam108B inh,AHR activator,PME-1 primary,MEX-5 binding,Bcl-xL primary,MCL1 BIM primary,GLD-1 TGE inh,PAFAH1B2 inh,pPAFAH inh
Cc1ccc(N(C)S(=O)(=O)c2c[nH]c3ccc([N+](=O)[O-])cc23)cc1,-8,-1,-7,1.2,0,-6,5,4,9
O=C(NCCCN1CCOCC1)C(C(=O)NCCCN1CCOCC1)c1ncc(C(F)(F)F)cc1Cl,-1,1,0,1.4,8,3,5,4,-2
CC(OC(=O)CNC(=O)c1ccc(F)cc1)C(=O)Nc1ccc(S(=O)(=O)N2CCOCC2)cc1 (stereo not given),nt,0,-1,nt,-2,-2,5,-3,1

# Assay outcomes (PubChem)
